Source: PubChem (Broad Institute)
GSK3 alpha inh: blocks human GSK-3 alpha kinase. inhibition, % at 10 µM. 320,000 compounds, 0.1% hits. ADP-Glo luminescence, 60 min;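 in the data active means inhibition above about 50%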;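 further: GST-tagged GSK-3 alpha with peptide substrate and 25 µM ATP; 0% = DMSO neutral wells and 100% = GW8510 positive control wells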
Target sequence (P49840 whole entry, looked up): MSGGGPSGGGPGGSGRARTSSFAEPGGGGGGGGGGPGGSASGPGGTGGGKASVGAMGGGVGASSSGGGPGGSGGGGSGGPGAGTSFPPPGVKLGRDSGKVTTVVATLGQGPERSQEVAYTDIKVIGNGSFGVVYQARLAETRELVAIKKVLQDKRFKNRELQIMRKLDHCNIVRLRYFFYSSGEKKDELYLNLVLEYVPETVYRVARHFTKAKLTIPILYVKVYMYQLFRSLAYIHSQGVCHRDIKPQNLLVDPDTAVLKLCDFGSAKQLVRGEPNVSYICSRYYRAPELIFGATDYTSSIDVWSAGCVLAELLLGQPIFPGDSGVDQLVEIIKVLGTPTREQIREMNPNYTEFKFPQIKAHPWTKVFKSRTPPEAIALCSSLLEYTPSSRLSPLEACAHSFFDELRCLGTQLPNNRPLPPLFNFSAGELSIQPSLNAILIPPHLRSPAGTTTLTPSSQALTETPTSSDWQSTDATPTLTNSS
Dyrk1A ADPGlo: inhibitors of rat Dyrk1A kinase. Q63470. ADP-Glo luminescence, NFATc1 peptide. inhibition, % at 12.5 µM. 310,000 compounds, 0.43% hits; in the data active means inhibition above about 50%;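 further: plate controls were vehicle with enzyme for no effect and no enzyme for full effect; many of its hits are not listed in these tables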
Starred values were filed as active, the others as inactive. An excerpt; count on the stated rates, not on these rows.

SMILES | GSK3 alpha inh | Dyrk1A ADPGlo
CCCSc1ccc([C@@H]2[C@@H]3C(=O)N(CC)C(=O)[C@@H]3[C@]3(C(=O)OC)CCCCN23)cc1 | 1.7 | 2.0
Cc1ccc(NC(=O)CN2CCCC2c2cccn2C)cc1C (stereo not given) | -2.8 | -0.9
COc1cc2c(cc1OC)CN(C(=O)CSc1ccccc1C)CC2 | 1.1 | -0.5
Cc1ccc(S(=O)(=O)NC23CC4CC(CC(C4)C2)C3)cc1 | 18.2 | 7.1
COc1cc(NC(=O)c2ccc(S(=O)(=O)N(C)c3ccccc3OC)cc2)cc(OC)c1 | -0.8 | -5.1
CC1(C)CC(=O)C=C(c2ccc(Oc3ccccc3)cc2)C1 | -0.3 | 5.4
O=C(NCc1ccco1)c1cccc2c1C(=O)c1ccc(N3CCCC3)cc1S2(=O)=O | -2.0 | 3.3
CCc1ccc([C@@H]2CC=C(C(=O)O)[C@H](c3ccccc3)N2S(=O)(=O)c2ccc(C)cc2)cc1 | -5.2 | -7.7
COc1ccc(OCC(=O)NC2CCSc3ccccc32)cc1 (stereo not given) | -1.3 | -5.0
Cc1ccc(Br)c(NS(=O)(=O)c2cccc(C(=O)N3CCNC(=O)C3)c2)c1 | -4.0 | -1.0
COc1cc(F)cc(C2=CC(=O)C[C@H](c3ccc(F)cc3)C2)c1 | 1.3 | -1.4
CCN(CC(=O)Nc1ccc2c(c1)OCCO2)CC(=O)Nc1ccc(C)c(S(=O)(=O)N(C)C)c1 | -0.6 | 0.0
CCc1noc(C)c1C(=O)OCC(=O)Nc1cccc(C)c1 | -1.8 | -3.1
CC(C)(Oc1ccc(Cl)cc1)C(=O)Nc1cccc(S(=O)(=O)NC2=NCCC2)c1 | -0.9 | 3.2
COc1cc(CCC(=O)N2CCN(S(=O)(=O)c3ccc(C)cc3)CC2)cc(OC)c1OC | 17.0 | 13.8
N#Cc1ccc(C#Cc2ccc3oc4ccccc4c(=O)c3c2)cc1 | -0.8 | 3.8
O=C(CN1CCCc2ccccc21)Nc1cc(S(=O)(=O)N2CCCC2)ccc1Cl | -2.3 | -1.3
CC(=O)NS(=O)(=O)c1ccc(NC(=O)c2ccc3c(c2)NC(=O)CS3)cc1 | 2.0 | 15.3
Cc1cccc(C)c1NC(=O)CN(C)C(=O)CCC(=O)N1CCOCC1 | -1.1 | 1.1
C[C@@H]1CN([C@@H](C)CO)C(=O)c2cccc(NC(=O)Nc3ccc(F)cc3)c2O[C@@H]1CN(C)Cc1ccc(Oc2ccccc2)cc1 | -1.7 | 11.3
COCCN(CC(=O)Nc1cccc(C)c1C)C(=O)Cn1c(=O)cnc2ccccc21 | -0.4 | 2.9
COC(=O)C1CCN(C(=O)COc2ccc(S(=O)(=O)N3CCOCC3)cc2Cl)CC1 | -0.2 | -2.5
COc1ccc(N2CCN(C(=O)CN3C(=O)NC(C)(C4CC4)C3=O)CC2)cc1 (stereo not given) | 9.0 | -1.8
CC(=O)c1ccc(OC(=O)CCNC(=O)c2ccccc2)cc1 | -2.1 | 2.0
CCOc1ccc(OCCCC(=O)ON=C(N)c2ccccc2Cl)cc1 | 3.0 | 4.5

Copied from the listing for reference:
SMILES | GSK3 alpha inh | Dyrk1A ADPGlo
C[C@@H]1CN([C@@H](C)CO)C(=O)c2cccc(NC(=O)Nc3ccc(F)cc3)c2O[C@@H]1CN(C)Cc1ccc(Oc2ccccc2)cc1 | -1.7 | 11.3
COCCN(CC(=O)Nc1cccc(C)c1C)C(=O)Cn1c(=O)cnc2ccccc21 | -0.4 | 2.9
COC(=O)C1CCN(C(=O)COc2ccc(S(=O)(=O)N3CCOCC3)cc2Cl)CC1 | -0.2 | -2.5
COc1ccc(N2CCN(C(=O)CN3C(=O)NC(C)(C4CC4)C3=O)CC2)cc1 (stereo not given) | 9.0 | -1.8
CC(=O)c1ccc(OC(=O)CCNC(=O)c2ccccc2)cc1 | -2.1 | 2.0
CCOc1ccc(OCCCC(=O)ON=C(N)c2ccccc2Cl)cc1 | 3.0 | 4.5

Next entries follow.
SMILES | GSK3 alpha inh | Dyrk1A ADPGlo
O=C(COc1ccc([N+](=O)[O-])cc1)Nc1ccc2c(c1)CCC2 | -6.5 | 4.0
O=C(COC(=O)c1ccco1)Nc1cccc(S(=O)(=O)N2CCCCC2)c1 | 0.8 | 1.4
O=C(CN1CCN(C(=O)c2ccccc2)CC1)NC(=O)NCCC1=CCCCC1 | 3.0 | 1.1
O=NN(CCCl)C(=O)NCCCl | 1.0 | 5.4
CNC[C@H]1Oc2ccc(NC(=O)C3CCCCC3)cc2CC(=O)N([C@H](C)CO)C[C@@H]1C | -2.7 | 4.6
COC(=O)/C=C/C1=CN(Cc2ccccc2)CCC1=O | -1.1 | 6.6
COc1cccc(-c2ccc3ncnc(NCc4cc(C)cs4)c3c2)c1 | -4.4 | 16.9
Cc1ccc(S(=O)(=O)N2CCOCC2)cc1C(=O)N1CCN(S(=O)(=O)c2cccc(F)c2)CC1 | -7.2 | -0.6
COc1ccc(S(=O)(=O)N2CCCCCC2)cc1C(=O)NCCc1ccc(F)cc1 | -3.5 | -1.9
O=C(/C=C/c1cccc(F)c1)Nc1cc(S(=O)(=O)N2CCOCC2)ccc1Cl | 0.7 | -3.3
Cc1csc(SC(C)C(=O)Nc2ccccc2C)n1 (stereo not given) | -6.1 | 2.9
CCOC(=O)[C@H]1[C@H]2COc3ccc(Cl)cc3[C@@H]2N2C(=O)CN(Cc3ccc(C)cc3)C(=O)[C@@]12C | -2.3 | -0.7
COc1ccc(-c2sc3cc4c(cc3c2C#CC2(O)CCCCC2)OCO4)cc1 | 0.1 | 4.8
O=C1C=C(c2cccc3c2sc2ccccc23)C[C@@H](c2ccc(Cl)cc2)C1 | 1.0 | 4.5
COc1cccc(NC(=O)CN(C)C(=O)Cc2cccc3ccccc23)c1 | -1.9 | 0.5
O=C(COC(=O)c1cc(S(=O)(=O)N2CCCC2)ccc1O)NCCc1ccccc1 | -1.4 | -3.6
O=C(NCc1ccncc1)c1ccc(NS(=O)(=O)c2ccc(F)cc2)cc1 | -1.5 | 0.5
COc1ccc(-c2c(-c3cc(OC)cc(OC)c3)n(C)c3ccc(-c4ccc(OC)c(F)c4)cc23)cc1 | -0.3 | 5.7
Cc1ccc(C)c(S(=O)(=O)N2CCN(C(=O)c3n[nH]c(=O)c4ccccc34)CC2)c1 | 12.2 | 0.7
Cc1cc(NC(=O)COc2ccccc2C#N)no1 | -0.2 | 1.5
Cc1cccc(CSc2nc3ccccc3c(=O)n2C)c1 | -1.7 | 2.7
COc1ccc(C2(c3ccc(OC)cc3)NC(=O)N(CC(=O)N(C)C3CCC(C)CC3)C2=O)cc1 (stereo not given) | 1.1 | 0.0
CC(OC(=O)c1cc2ccccc2[nH]1)C(=O)N(C)c1ccccc1 (stereo not given) | -1.1 | 1.7
Cc1csc(NC(=O)c2cc3ccccc3o2)n1 | 1.5 | 3.3
Cc1ccc(S(=O)(=O)N2CCCCC2)cc1NC(=O)CSc1ncccn1 | -0.7 | 5.2

Among those listed so far, these contain two or more sulfur atoms.
SMILES | GSK3 alpha inh | Dyrk1A ADPGlo
CC(=O)NS(=O)(=O)c1ccc(NC(=O)c2ccc3c(c2)NC(=O)CS3)cc1 | 2.0 | 15.3
Cc1ccc(S(=O)(=O)N2CCOCC2)cc1C(=O)N1CCN(S(=O)(=O)c2cccc(F)c2)CC1 | -7.2 | -0.6
Cc1csc(SC(C)C(=O)Nc2ccccc2C)n1 (stereo not given) | -6.1 | 2.9
Cc1ccc(S(=O)(=O)N2CCCCC2)cc1NC(=O)CSc1ncccn1 | -0.7 | 5.2

Additional records.
SMILES | GSK3 alpha inh | Dyrk1A ADPGlo
O=C(COC(=O)/C=C/c1cccc(Br)c1)NC1CCCC1 | -0.2 | -0.2
Cn1nc(C(=O)OCC(=O)Nc2cc(Cl)ccc2C#N)c2ccccc2c1=O | -6.5 | -0.4
O=C(CN1C(=O)NC2(CCc3ccccc32)C1=O)Nc1ccccc1Cl (stereo not given) | -2.0 | -2.5
Cc1nc(SCc2nc3ccc(C(=O)c4ccccc4)cc3[nH]2)c2oc3ccccc3c2n1 | -1.4 | 0.3
COc1ccc(S(=O)(=O)Nc2ccc3c(c2)C(=O)N([C@H](C)CO)C[C@H](C)[C@@H](CN(C)S(=O)(=O)c2c(C)noc2C)O3)cc1 | -1.2 | 0.3
Cc1c(C(=O)N2CCN(c3ncccn3)CC2)oc2ccc(Cl)cc12 | -3.7 | 1.9
CSc1ncccc1C(=O)Nc1ccc2c(c1)OCO2 | 0.4 | 0.7
O=c1[nH]cnc2c1ncn2[C@@H]1O[C@H](COS(=O)(=O)O)[C@@H](O)[C@H]1O | -3.7 | -0.2
CNC(=O)c1ccc(CN(C)CC(=O)Nc2ccccc2C(=O)NC2CC2)cc1 | -4.1 | -2.8
O=C1N(c2ccccc2C(F)(F)F)O[C@@]1(c1ccccc1)C1CCCC1 | -4.2 | 5.3
Cc1cc(Cl)cc(C)c1OCC(=O)NC1CCCCCC1 | -2.6 | -4.7
O=C(CSc1nncn1-c1ccccc1F)NC1CCCCC1 | -4.1 | -6.5
O=C(NCCc1ccc(F)cc1)c1cccc2c1C(=O)c1ccc(N3CCC(Cc4ccccc4)CC3)cc1S2(=O)=O | 2.5 | -1.8
CN(C)N=Nc1nc[nH]c1C(N)=O | -1.3 | -0.1
O=C(COc1cccc(C(F)(F)F)c1)NNC(=O)Cc1ccc(S(=O)(=O)N2CCOCC2)s1 | 1.7 | -0.7
CSCCC(NC(=O)c1ccccc1)C(=O)N1CCN(C(C)=O)CC1 (stereo not given) | -0.3 | 3.1
Cc1cccc(C)c1NC(=O)CNC(=O)C1CCCC1 | -0.3 | 5.0
CCOC(=O)c1c(C)[nH]c(C)c1C(=O)COC(=O)Cc1n[nH]c(=O)c2ccccc12 | 0.4 | 7.6
COCC(C)n1c(SCC(=O)Nc2nccs2)nc2ccccc2c1=O (stereo not given) | -3.6 | 3.4
O=C(COc1ccc(-n2cnnn2)cc1)Nc1ccc(F)c(F)c1 | -8.7 | -2.5
COCCN(C(=O)c1ccc(-c2ccc(Cl)cc2)o1)c1c(N)n(CC(C)C)c(=O)[nH]c1=O | 4.8 | 0.9
O=C1CCCC/C=C\C[C@H](CC(=O)N(CCO)Cc2ccccc2)C(=O)NC[C@H](c2ccccc2)O1 | -1.7 | 6.7
C=CC[C@@H](CC(=O)OC(C)(C)C)C(=O)OC[C@H]1CCCN1C(=O)[C@@H](CC=C)CC(=O)N[C@H](CO)Cc1ccccc1 | -2.9 | 7.7
Cn1c(SCc2cccc([N+](=O)[O-])c2)nc2ccccc2c1=O | 1.8 | -1.7
CC(C)n1c(/C=C/[C@H](O)C[C@H](O)CC(=O)O)c(-c2ccc(F)cc2)c2ccccc21 | 5.9 | -0.8
Carrying on.
SMILES | GSK3 alpha inh | Dyrk1A ADPGlo
CSc1ncccc1C(=O)OCC(=O)Nc1nc(C)c(Cl)cc1Cl | 1.2 | 6.4
Cc1onc(-c2ccccc2)c1C(=O)NCCCc1ccccc1 | -1.5 | -6.1
O=C1C=C(c2ccc(F)nc2)C[C@@H](c2ccc3c(c2)OCO3)C1 | 3.2 | 4.3
COc1ccc(NC(C)=O)cc1S(=O)(=O)Nc1cccc(S(=O)(=O)NC2=NCCC2)c1 | -1.1 | -2.3
Cc1ccc2c(c1)[C@H]1[C@H](CO2)[C@H](c2ccccc2)[C@]2(C)C(=O)NCC(=O)N12 | 1.1 | 12.7
CNC(=O)[C@H]1O[C@@H](n2cnc3c(NCc4cccc(I)c4)ncnc32)[C@H](O)[C@@H]1O | -0.6 | 10.0
CCOc1ccc(NC(=O)C(C)NC(=O)c2ccccc2Cl)cc1S(=O)(=O)N1CCCC1 (stereo not given) | -0.2 | 4.0
COc1cccc(-c2sc3ccc(OC)cc3c2C#CC2(O)CCCCC2)c1 | 2.8 | 7.8
CCCOc1ccc(C(=O)CCC(=O)Nc2ccc(N3CCN(C)CC3)cc2)cc1 | 1.1 | -7.1
OCC[C@H]1C[C@@H](O)[C@H](O)[C@@]2(CCc3ccccc3O2)O1 | -1.8 | 0.5
COC1=CC(=O)[C@@]2([C@@H]1O)[C@@H](Cl)C[C@]13C(OC)=C(OC)C(=O)C[C@]21CCN3C | -1.6 | 4.6
C[C@H](CO)N1C[C@H](C)[C@@H](CN(C)S(=O)(=O)c2ccccc2)Oc2c(NC(=O)CCC(F)(F)F)cccc2C1=O | 0.8 | 2.9
O=C(COc1ccccc1F)Nc1ccc2c(c1)CCC2 | -0.1 | -1.2
Cc1ccc(NC(=O)CNC(=O)c2ccc(C(C)(C)C)cc2)cc1S(=O)(=O)N1CCOCC1 | -3.8 | 0.1
O=c1cc(-c2ccsc2)oc2ccccc12 | 1.7 | 39.5
Cn1c(N)c(C(=O)COC(=O)CNC(=O)c2ccccc2)c(=O)n(C)c1=O | -3.4 | -1.6
C[C@H](CO)N1C[C@H](C)[C@@H](CN(C)Cc2ccc(-c3ccccc3)cc2)Oc2c(NC(=O)Nc3ccc(C(F)(F)F)cc3)cccc2C1=O | -0.5 | -4.8
CC(=O)Nc1ccc(C2=CC(=O)CC(C)(C)C2)cc1 | 3.4 | 7.3
O=C(O)C1CCN(C(=O)CSc2nnc(-c3ccccc3)o2)CC1 | -3.6 | -4.0
Nn1c(SCC(=O)NCCc2ccc(S(N)(=O)=O)cc2)nnc1C1CCCCC1 | -3.9 | -2.4
O=C(CCc1ccc(S(=O)(=O)N2CCOCC2)cc1)Nc1c(F)cccc1F | 0.6 | -2.0
CCN(CC)C(=O)[C@H]1CC(CC(=O)NCCc2ccccn2)C(=O)N2CCc3c([nH]c4ccccc34)[C@]12C (stereo not given in full) | -1.1 | -1.2
C=CCn1c(SCC(=O)c2c(N)n(C3CC3)c(=O)[nH]c2=O)nnc1-c1ccoc1C | 0.7 | 8.0
NCCCCCNC(=O)c1nc[nH]c1C(=O)NCC(=O)OCc1ccccc1 | 7.3 | 8.7
Cc1cccc(C(=O)N(Cc2ccco2)c2c(N)n(Cc3ccccc3)c(=O)[nH]c2=O)c1 | -3.1 | -1.2
CCOC(=O)CC(=O)Nc1ncnc2c1C(c1ccccc1)c1c(ccc3ccccc13)O2 (stereo not given) | 1.5 | -1.7
COc1cccc2c1[C@@H]1CN(CCCCn3c(=O)[nH]c4c(sc5ncc(-c6ccccc6)nc54)c3=O)C[C@@H]1CO2 | -1.7 | 6.4
